human PMI inhibition – inhibitors of human PMI, primary screen, biochemical, fluorescence intensity, coupled assay (AID 1209); 190,000 compounds, 0.42% hits; purified PMI enzyme, coupled fluorescence intensity; higher % means a stronger effect; inhibition, % at 20 µM; hits with a dose series show IC50 in µM;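 further: plate controls were DMSO vehicle for no effect and wells lacking substrate for full effect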
Siah-1 displacement – blockers of Siah-1 interaction with plectin peptide – biochemical, fluorescence polarization, rhodamine-plectin, uHTS, primary screen (AID 1817) | 290,000 compounds, 0.02% hits | Siah-1 / rhodamine-plectin peptide fluorescence polarization; higher % means a stronger effect | one-dose displacement, % at 20 µM; IC50 in µM for titrated hits;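 active means displacement of at least 50% at 20 µM, with a fluorescence ratio check between 0.3 and a set limit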;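 further: plate controls were Siah plus tracer with DMSO for no effect and tracer alone without Siah for full effect; strong numbers were not always called active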
XIAP antagonists – XIAP antagonists, biochemical, IAP family, fluorescence polarization (AID 1018). XIAP BIR domain, fluorescence polarization peptide displacement; higher % means a stronger effect. displacement, % at 20 µM, or IC50 in µM where a hit was titrated. 200,000 compounds, 0.007% hits; in the data active means displacement above about 50%; further: a part of the inactive calls stands beside numbers as strong as those of hits
Myeloid diff 2 – promotes myeloid progenitor differentiation. AID 624256. calls only at 10 µM. ER-HoxA9 myeloid progenitors, lysozyme-GFP differentiation, flow cytometry. 360,000 compounds, 1% hits;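 active means normalized GFP-positive differentiation at or above the plate's own cutoff, the solvent-only control mean plus 3 SD; inconclusive means no clear call, values can overlap the other calls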;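 further: cells exposed to compound for four days before flow analysis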
TNAP activators – human TNAP enzyme activators, primary screen, biochemical, luminescent, no phosphate acceptor, uHTS (AID 1001); purified TNAP, luminescent activation assay, no phosphate acceptor; higher activation fold means a stronger effect; 200,000 compounds, 0.03% hits; activation fold at 20 µM; hits with a dose series show EC50 in µM; in the data active means activation fold from about 3, or a potency from the dose series; inactive means the rest, 99 in 100 with activation fold below about 1.6; further: many of its hits are not listed in these tables
Salmonella PhoP GFP – PhoP-dependent GFP reporter repression – Salmonella Typhimurium, primary screen (AID 1863); S. Typhimurium PhoP-regulated promoter GFP reporter, 4 h; higher % means a stronger effect; inhibition, % at 50 µM; hits with a dose series show IC50 in µM; 300,000 compounds, 0.16% hits;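 active means inhibition over 29.93%, a cutoff 3 SD above the screen mean, later confirmed by dose response; inconclusive means inhibition over 29.93% but no dose response follow-up; inactive means inhibition at most 29.93% or unconfirmed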;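 further: 0% = low Mg2+ inducing control and 100% = high Mg2+ repressing control; strong numbers were not always called active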
human PMI inhibitors – human PMI inhibitors, high substrate, primary screen, biochemical, fluorescence intensity, high mannose 6-phosphate (AID 1220); recombinant PMI enzyme, coupled fluorescence intensity; higher % means a stronger effect; inhibition, % at 20 µM; hits with a dose series show IC50 in µM; 190,000 compounds, 0.66% hits
RSV antiviral HEp-2 – inhibition of RSV-induced cytopathic effect – HEp-2 cells, primary 10 µM value included (AID 2391) | 310,000 compounds, 0.13% hits | CPE inhibition, % at 10 µM, or IC50 in µM where a hit was titrated | HEp-2 cells, RSV-induced CPE inhibition; higher % means a stronger effect; in the data active means a potency from the dose series; inconclusive means CPE inhibition mostly from about 23% at the one dose, without a potency; inactive means the rest, 99 in 100 with CPE inhibition below about 21%; further: strong numbers were not always called active
WT yeast gro inh – growth inhibition of WT yeast, mitochondrial fusion screen | 190,000 compounds, 2.1% hits | inhibition, % at 10 µM | AID 1362 | mitochondrial fusion phenotypic screen, WT strain; in the data active means inhibition above about 58%; tested in S. cerevisiae
WT yeast gro inh mutant strain – second read-out of WT yeast gro inh, no call of its own (marks repeat the call); inhibition, %; mitochondrial fusion phenotypic screen, mutant strain inhibition
Myeloid diff 2 GFP+ MAC1+ % – second read-out of Myeloid diff 2, no call of its own (marks repeat the call); GFP+ MAC1+ double positive, %; measured here: differentiation confirmed by MAC1 staining
Numbers without * were called inactive; i = inactive; ? = inconclusive; . = no result given; + = active, no number. Unless noted, no stated cut-off is given here; in the data, active means inhibition above about 50%; inactive means the rest.

SMILES	human PMI inhibition	Siah-1 displacement	XIAP antagonists	Myeloid diff 2	Myeloid diff 2 GFP+ MAC1+ %	TNAP activators	Salmonella PhoP GFP	human PMI inhibitors	RSV antiviral HEp-2	WT yeast gro inh	WT yeast gro inh mutant strain
CCOC(=O)C1CCCN(c2c(NCC3CCCO3)c(=O)c2=O)C1 (stereo unspecified)	11%	2%	-5.8%	i	4.2	1.1	12%	10%	2.8%	-12	-17
COc1cccc(-c2nc(CS(=O)(=O)CC(=O)Nc3ccc(C(C)=O)cc3)c(C)o2)c1	.	-2%	.	i	2.1	.	-2%	.	19%	.	.
COc1ccc(S(=O)(=O)N2CCCc3ccccc32)cc1[N+](=O)[O-]	.	-1%	.	i	0.6	.	-7%	.	0.7%	.	.
C/C(Cn1nnc([N+](=O)[O-])n1)=N\NC(=O)c1ccc(Cl)c(Cl)c1	-7%	4%	-1.1%	i	3.8	1	-21%	27%	0.2%	29	15
CC(=O)c1cccc(CN2CCN(Cc3ccccc3)C(CCO)C2)c1 (stereo unspecified)	-2%	0%	-6.7%	i	0.4	1.1	-1%	-2%	-1.3%	-9	2
Cc1ccc(S(=O)(=O)N2CCOCC2)c(C)c1NS(C)(=O)=O	-4%	9%	-1.9%	i	0.6	1.1	-11%	6%	1.4%	2	3
Cc1cc(-c2nnc(SCC(=O)NC3CC3)n2C(C)C)cs1	.	5%	.	i	0.8	.	-6%	.	2.0%	.	.
Cc1c(-c2cccc(Cl)c2)nc2ccccc2c1C(=O)OCC(=O)Nc1ccc2c(c1)OCO2	7%	-2%	-4.6%	i	0.6	1	7%	8%	53%	15	-6
Cc1ccccc1NC(=S)N(CCCN1CCOCC1)Cc1cccnc1	-1%	4%	-4.1%	i	1.2	1.1	-8%	-4%	-0.2%	1	11
O=C(c1cc(-c2ccccn2)nc2ccccc12)N1CCN(c2ncccn2)CC1	11%	-4%	-7.9%	i	0.5	1	-1%	12%	-1.3%	14	20
O=c1c2c(nc3c(-c4ccccc4)c[nH]n13)CCCC2	4%	-1%	-6.9%	i	1.1	1.2	0%	3%	1.7%	1	-1
O=C(Nc1ccc(C(F)(F)F)cc1)c1ccc2ncsc2c1	.	-2%	.	i	0.2	.	5%	.	?	.	.
CCOC(=O)C1=C(C)NC(=S)NC1c1cc(C)sc1C (stereo unspecified)	17%	-4%	-10%	i	0.7	1	-7%	18%	0.5%	28	16
Cc1onc(-c2ccccc2)c1C(=O)N1CCCSC1=Nc1ccccc1	11%	1%	-2.4%	?	1.1	1.1	23%	8%	1.3%	-12	-4
Cc1nc2ccc(S(=O)(=O)N3CCCCC3)cc2s1	.	-2%	.	i	0.7	.	9%	.	0.7%	.	.
CS/C(N)=N/N=C/c1ccc2c(c1)OCO2	.	1%	.	i	1.2	.	-8%	.	0.9%	.	.
COc1ccc(C(CC(=O)N2CCOCC2)c2c(O)cc(OC)cc2OC)cc1 (stereo unspecified)	.	1%	.	i	1.1	.	-4%	.	0.1%	.	.
Oc1ccccc1/C=N/n1c(-c2ccccc2)n[nH]c1=S	.	5%	.	i	0.9	.	-1%	.	2.0%	.	.
C(=N\Nc1nn[nH]n1)/c1ccccc1	-39%	5%	-3.7%	i	1.2	1.2	28%	-55%	-3.0%	-7	22
CS(=O)(=O)N(CC(=O)Nc1cc(Cl)ccc1Cl)c1ccccc1	11%	-2%	-6.6%	i	0.7	1.1	-6%	9%	2.1%	1	7
COC(=O)c1ccccc1NC(=S)N(Cc1ccc2c(c1)OCO2)Cc1cc2ccc(C)cc2[nH]c1=O	13%	17%	-7.5%	i	1.2	1	-8%	4%	7.1%	-9	12
CCCCOC(=O)CCNc1n[nH]c(=O)[nH]c1=O	-6%	-4%	-1.0%	i	0.7	1.1	37%	-4%	0.7%	16	7
CN(C(=O)COC(=O)c1ccc(NS(=O)(=O)c2cccs2)cc1)C1CCCCC1	3%	10%	-3.0%	i	0.4	1.1	12%	-3%	3.5%	11	1
C=CCNC(=S)N1CCOCC1	11%	11%	1.5%	i	1.0	1.1	7%	8%	-0.7%	-15	-15

13 entries out of the list, sorted by molecular weight, largest number first.
SMILES	human PMI inhibition	Siah-1 displacement	XIAP antagonists	Myeloid diff 2	Myeloid diff 2 GFP+ MAC1+ %	TNAP activators	Salmonella PhoP GFP	human PMI inhibitors	RSV antiviral HEp-2	WT yeast gro inh	WT yeast gro inh mutant strain
CN(C(=O)COC(=O)c1ccc(NS(=O)(=O)c2cccs2)cc1)C1CCCCC1	3%	10%	-3.0%	i	0.4	1.1	12%	-3%	3.5%	11	1
COc1ccc(C(CC(=O)N2CCOCC2)c2c(O)cc(OC)cc2OC)cc1 (stereo unspecified)	.	1%	.	i	1.1	.	-4%	.	0.1%	.	.
O=C(c1cc(-c2ccccn2)nc2ccccc12)N1CCN(c2ncccn2)CC1	11%	-4%	-7.9%	i	0.5	1	-1%	12%	-1.3%	14	20
Cc1ccccc1NC(=S)N(CCCN1CCOCC1)Cc1cccnc1	-1%	4%	-4.1%	i	1.2	1.1	-8%	-4%	-0.2%	1	11
Cc1onc(-c2ccccc2)c1C(=O)N1CCCSC1=Nc1ccccc1	11%	1%	-2.4%	?	1.1	1.1	23%	8%	1.3%	-12	-4
CS(=O)(=O)N(CC(=O)Nc1cc(Cl)ccc1Cl)c1ccccc1	11%	-2%	-6.6%	i	0.7	1.1	-6%	9%	2.1%	1	7
CCOC(=O)C1=C(C)NC(=S)NC1c1cc(C)sc1C (stereo unspecified)	17%	-4%	-10%	i	0.7	1	-7%	18%	0.5%	28	16
Oc1ccccc1/C=N/n1c(-c2ccccc2)n[nH]c1=S	.	5%	.	i	0.9	.	-1%	.	2.0%	.	.
O=c1c2c(nc3c(-c4ccccc4)c[nH]n13)CCCC2	4%	-1%	-6.9%	i	1.1	1.2	0%	3%	1.7%	1	-1
CCCCOC(=O)CCNc1n[nH]c(=O)[nH]c1=O	-6%	-4%	-1.0%	i	0.7	1.1	37%	-4%	0.7%	16	7
CS/C(N)=N/N=C/c1ccc2c(c1)OCO2	.	1%	.	i	1.2	.	-8%	.	0.9%	.	.
C(=N\Nc1nn[nH]n1)/c1ccccc1	-39%	5%	-3.7%	i	1.2	1.2	28%	-55%	-3.0%	-7	22
C=CCNC(=S)N1CCOCC1	11%	11%	1.5%	i	1.0	1.1	7%	8%	-0.7%	-15	-15

(more compounds)
SMILES	human PMI inhibition	Siah-1 displacement	XIAP antagonists	Myeloid diff 2	Myeloid diff 2 GFP+ MAC1+ %	TNAP activators	Salmonella PhoP GFP	human PMI inhibitors	RSV antiviral HEp-2	WT yeast gro inh	WT yeast gro inh mutant strain
CCC1Oc2ccc(C)cc2N(CC(=O)NCC2CCCO2)C1=O (stereo unspecified)	.	-9%	.	i	3.7	.	5%	.	0.5%	.	.
COc1ccc(NC(=O)COC(=O)c2cc([N+](=O)[O-])ccc2N2CCOCC2)cc1	.	-4%	.	i	1.0	.	-5%	.	2.6%	.	.
COC(=O)COc1ccc(-c2ccccc2)cc1C=O	-9%	5%	-9.6%	.	.	1.1	2%	6%	3.0%	-5	-4
Cc1cnc(CNC(=O)c2ccc3oc(Cc4ccccc4)nc3c2)[nH]1	.	-7%	.	?	.	.	6%	.	-0.7%	.	.
CCn1c(N)nc2c1c(=O)n(C)c(=O)n2C	5%	-4%	1.1%	i	1.4	1.1	-2%	-2%	0.4%	6	1
COc1ccc(N(CC(=O)NCc2ccccn2)S(=O)(=O)c2ccccc2[N+](=O)[O-])c(OC)c1	7%	15%	0.2%	i	0.3	1.1	11%	6%	-1.8%	-7	-6
Cc1cc2oc(=O)cc(CN3CCN(S(=O)(=O)c4cccs4)CC3)c2cc1C	0%	6%	-7.1%	i	0.6	1.1	-13%	-2%	?	13	10
CCn1c(CSCc2ccc(C)cc2)nnc1SCC(=O)NCc1ccccc1	7%	10%	-0.7%	i	0.7	1.1	-4%	3%	2.4%	12	-18
CCC(=O)N1CCC2(CC1)Oc1ccc(Cl)cc1C(=O)C21CC(c2ccccc2)=NO1 (stereo unspecified)	.	9%	.	i	1.9	.	-1%	.	-0.3%	.	.
CCN1CCN(C(c2ccccc2OC)c2nnnn2C2CCCCC2)CC1 (stereo unspecified)	-11%	2%	1.6%	i	0.1	1.1	-9%	-20%	0.0%	5	-4
Cc1nc(SCc2c(F)cccc2Cl)c2c(=O)n(C)c(=O)n(C)c2n1	6%	1%	-1.9%	+	11*	1	2%	4%	0.6%	30	25
COc1ccc2c(-c3ccccc3)cc3nnnn3c2c1	6%	2%	-4.2%	i	1.9	1.2	-3%	6%	5.8%	35	19
Cc1cc(C(F)(F)F)nc(CCNC(=O)C2CCC(=O)N(Cc3cccc(F)c3)C2)n1 (stereo unspecified)	.	2%	.	i	0.4	.	-3%	.	0.1%	.	.
Cc1c(-c2ccccc2)[n+](=O)c(-c2ccco2)c(C)n1[O-]	3%	7%	-4.0%	i	0.7	1.1	-15%	-4%	2.0%	-23	-7
O=C(OCC(=O)N1CCc2ccccc21)c1ccc[nH]c1=O	5%	-3%	-6.7%	i	0.7	1	4%	7%	-0.2%	-12	-9
Cc1c(Br)c(=O)oc2c(Br)c(O)c(O)cc12	13%	12%	-5.0%	i	0.4	0.5	4%	-34%	1.4%	5	-12
COC(=O)C1=C(C(=O)OC)[C@@H]2N(C)c3ccccc3[C@@]23C[C@@H](C(=O)OC)N(C(C)=O)C3=N1	.	-3%	.	i	3.1	.	1%	.	1.2%	.	.
CC1=C2C3OC(=O)C(C)[C@@H]3CC[C@](C)(O)C2C2C3C4C5(C12)[C@H]1OC(=O)[C@@H](C)C1CC[C@]4(C)O[C@]5(C)[C@@H]3O (stereo partly specified)	2%	-4%	-15%	i	0.1	1	-5%	11%	1.3%	2	22
COc1cc(NC(=O)Nc2ccccc2)c(OC)cc1NC(=O)CN1CCCCC1	7%	-2%	-1.4%	i	0.7	1	5%	0%	8.6%	11	19

Hits appear at their usual frequency, and some 3.1% of all compounds hit somewhere here.
